p-CIP stab down – p/CIP-EGFP fusion destabilizers, primary screen, fluorescence, F442A cells; Q05BA5; 16 h; decrease of EGFP signal, % at 10 µM; hit rate 0.01% among 290,000;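 active means EGFP signal decrease of at least 30% at 10 µM or well 3 SD below plate mean, unless failing retest; inactive means the rest, including hits failing retest or dose response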; further: some compounds called inactive have numbers as strong as hits; many of its hits are not listed in these tables
GPR7 antag – GPR7 receptor antagonists, primary screen, cell-based, fluorescence, single concentration; GPR7-expressing cells, fluorescence antagonist assay; inhibition, % at 4.4 µM; hit rate 1.1% among 290,000; in the data active means inhibition above about 16%, passing the limit was not always enough;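 further: cells stimulated with the agonist NPW; 0% = agonist with vehicle and 100% = vehicle without agonist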
Target sequence (P48145 whole entry, looked up): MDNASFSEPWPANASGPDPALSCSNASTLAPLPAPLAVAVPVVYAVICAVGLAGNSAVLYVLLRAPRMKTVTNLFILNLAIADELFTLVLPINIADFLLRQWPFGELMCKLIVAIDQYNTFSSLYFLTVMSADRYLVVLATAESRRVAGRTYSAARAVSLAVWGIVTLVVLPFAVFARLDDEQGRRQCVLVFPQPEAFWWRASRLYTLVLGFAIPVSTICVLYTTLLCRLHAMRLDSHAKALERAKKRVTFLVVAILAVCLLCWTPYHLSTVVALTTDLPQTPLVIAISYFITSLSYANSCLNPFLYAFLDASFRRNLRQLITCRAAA
IDE act – human IDE activators in live cells, primary screen, fluorescence polarization, HEK cells, FAbeta-B substrate; AID 493087, 2011; hit rate 0.073% among 340,000; activation, % at 5.96 µM; FAbeta-B cleavage; 0% vehicle, 100% cell-free pure enzyme wells;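 active means activation above the mean of all tested compounds plus 3 SD, set per screening campaign, cut at about 17% in these data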
NALP1 yeast inh – NALP1 inflammasome inhibitors in reconstituted yeast, colorimetric, S. cerevisiae, triplicate retest; S. cerevisiae NALP1/ASC/caspase-1 growth, X-gal OD620, 72 h; hit rate 0.61% among 280,000; inhibition, % at 10 µM; AID 2071, 2009; in the data active means inhibition mostly above about 24%, no sharp cut-off; inactive means mostly below about 32%; further: some compounds called inactive have numbers as strong as hits
VIM-2 inhibitor – VIM-2 metallo-beta-lactamase inhibitors, primary screen, biochemical, epi-absorbance readout, Pseudomonas aeruginosa enzyme; purified VIM-2, nitrocefin hydrolysis, epi-absorbance fluorescence; inhibition, % at 5.6 µM; hit rate 0.89% among 290,000; AID 1527, 2009;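 active means inhibition above the mean of all tested compounds plus 3 SD, cutoff set per screening run, cut at about 7.5% in these data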;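 further: red hydrolysis product quenches plate fluorescence so inhibitors raise well fluorescence; 0% = enzyme with DMSO and 100% = DMSO without enzyme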
IDE cell inh – human IDE inhibitors in live cells, primary screen, fluorescence polarization, HEK cells, FAbetaB substrate. Insulin-degrading enzyme (Homo sapiens), P14735. FAbetaB cleavage. hit rate 0.41% among 320,000. inhibition, % at 5.59 µM;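 active means percent inhibition above the average of all tested compounds plus 3 SD, set per screening campaign, cut at about 16% in these data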;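 further: IDE supplied by intact live HEK cells; FP after avidin binding of uncleaved biotin substrate so inhibition keeps polarization high; 0% = DMSO wells and 100% = 60 µM reference IDE inhibitor Ii1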
M18AAP inhibitor – PfM18AAP inhibitors, malaria aminopeptidase, primary screen, biochemical, QFRET, recombinant enzyme | M18 aspartyl aminopeptidase (Plasmodium falciparum 3D7) | H-Glu-NHMec fluorogenic cleavage | inhibition, % at 7.35 µM | hit rate 1.2% among 290,000;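 active means inhibition above the campaign mean inhibition over all tested compounds plus 3 SD, cut at about 28% in these data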;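 further: 0% = plate median of test compound wells and 100% = 2 mM ZnCl2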
IMP-1 inh – IMP-1 metallo-beta-lactamase inhibitors, primary screen, biochemical, epi-absorbance readout, Pseudomonas aeruginosa enzyme; metallo-beta-lactamase IMP-1 (Pseudomonas aeruginosa); purified IMP-1, nitrocefin hydrolysis, epi-absorbance fluorescence; inhibition, % at 5.6 µM; hit rate 0.45% among 290,000; AID 1556, 2009;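 active means inhibition above the mean plus 3 SD of all compounds in the same screening run, cut at about 4.5% in these data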;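 further: 0% = IMP-1 with DMSO and 100% = DMSO wells lacking enzyme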
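System – purified recombinant IMP-1 beta-lactamase · Input – IMP-1 dispensed at 0.2 nM · Timing – 15 min preincubation plus 25 min reaction at 25 °C · Signal – Epi-absorbance fluorescence, 480 nm excitation, 530 nm emission · Measure – percent IMP-1 inhibition derived from blank-referenced optical density · Controls – Enzyme-plus-DMSO low control, enzyme-free DMSO high control · Replication – singlicate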
PHOSPHO1 block – PubChem AID 1565. recombinant PHOSPHO1, absorbance phosphatase assay. inhibition, % at 13.3 µM. hit rate 1.1% among 290,000; in the data active means inhibition above about 60%
Target sequence (Q8TCT1 whole entry, looked up): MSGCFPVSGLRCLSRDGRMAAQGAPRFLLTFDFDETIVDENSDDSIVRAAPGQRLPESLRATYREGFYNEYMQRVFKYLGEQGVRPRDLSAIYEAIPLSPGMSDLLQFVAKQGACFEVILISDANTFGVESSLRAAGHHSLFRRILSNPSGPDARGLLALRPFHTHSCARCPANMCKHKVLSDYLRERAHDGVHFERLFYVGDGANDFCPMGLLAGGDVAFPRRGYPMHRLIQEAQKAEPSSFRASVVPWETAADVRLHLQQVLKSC
An asterisk follows results filed as active; · = no result given. Outcome played no part in choosing rows; any-hit rate near 5.3%.

SMILES | p-CIP stab down | GPR7 antag | IDE act | NALP1 yeast inh | VIM-2 inhibitor | IDE cell inh | M18AAP inhibitor | IMP-1 inh | PHOSPHO1 block
COc1ccc(CCC(=O)NCC2CCCCC2)cc1OC | -6 | 11 | 0 | 11 | -0.3 | -2 | -2 | -2.8 | 2
CCC(Sc1nc(-c2ccccc2)c(-c2ccccc2)[nH]1)C(=O)O (stereo unspecified) | -7 | -15 | 3 | 31 | -2.5 | -2 | -2 | -2.1 | 42
CC(=O)Nc1ccc(NC(=O)C(C)n2nc([N+](=O)[O-])c(Br)c2C)cc1 (stereo unspecified) | 4 | -4 | -1 | 12 | -1.9 | -2 | 0 | -1.6 | 63*
CCOC(=O)c1cc(OC(=O)c2cccnc2)n(-c2ccccc2)n1 | -15 | 0 | · | -3 | -1.9 | 1 | 7 | -1.1 | -11
Cc1ccc(S(=O)(=O)c2nc(S(C)(=O)=O)sc2N2CCOCC2)cc1 | 0 | 1 | 4 | 14 | -2.5 | 1 | -3 | -2.5 | 53
CC(C)C(c1nnnn1Cc1ccccc1)N(CCCO)Cc1cc2cc3c(cc2[nH]c1=O)OCO3 (stereo unspecified) | -7 | -10 | 6 | 5 | -1.7 | -3 | 6 | -3.5 | -5
Cc1ccc(CNc2cc(C(=O)O)ccc2C)s1 | -1 | -12 | -2 | 0 | -3.6 | 3 | 0 | -4.5 | ·
Cc1cc(C)n(CCC(=O)N/N=C/c2ccc(O)cc2)n1 | -1 | -6 | -1 | 6 | -2.5 | 1 | 5 | -2.5 | 7
c1ccc(C2=NNC(=NCc3ccc4c(c3)OCO4)SC2)cc1 | 0 | 4 | -5 | 41 | -3.7 | 5 | 7 | -2.5 | 14
CN1/C(=C/C(=O)CSc2ccccc2C(=O)O)C(C)(C)c2ccccc21 | -14 | -1 | -3 | 45* | -1.0 | 1 | -4 | -3.6 | 4
COc1ccc(S(=O)(=O)N2CC(C(=O)O)Oc3ccc(Cl)cc32)cc1 (stereo unspecified) | 1 | 6 | 4 | 8 | -0.2 | 1 | -7 | 0.8 | 24
O=C(O)c1ccc(-c2nnc(-c3ccccc3)o2)cc1 | 1 | -3 | -1 | -12 | -2.9 | 2 | -2 | -1.9 | 48

NALP1 yeast inh, entries above that show a hit
SMILES | p-CIP stab down | GPR7 antag | IDE act | NALP1 yeast inh | VIM-2 inhibitor | IDE cell inh | M18AAP inhibitor | IMP-1 inh | PHOSPHO1 block
CN1/C(=C/C(=O)CSc2ccccc2C(=O)O)C(C)(C)c2ccccc21 | -14 | -1 | -3 | 45* | -1.0 | 1 | -4 | -3.6 | 4

(next part)
SMILES | p-CIP stab down | GPR7 antag | IDE act | NALP1 yeast inh | VIM-2 inhibitor | IDE cell inh | M18AAP inhibitor | IMP-1 inh | PHOSPHO1 block
CCN1CCN(CCCNC(=O)CS(=O)(=O)Cc2nc(-c3ccccc3C)oc2C)CC1 | -2 | -8 | 0 | 1 | -2.5 | 3 | 1 | -3.3 | 60
COc1ccc(OC)c(C(c2nnnn2C(C)(C)C)N2CCc3ccccc3C2)c1 (stereo unspecified) | -12 | 24* | -5 | 15 | -5.2 | 4 | -6 | -4.5 | 3
CCC(C)c1ccc(O)c(N)c1 (stereo unspecified) | -9 | -17 | 6 | 10 | -0.6 | -7 | 64* | -3.6 | -4
COc1ccccc1CC(=O)NNS(=O)(=O)c1ccc([N+](=O)[O-])cc1 | -2 | 0 | 2 | -4 | -1.4 | -4 | 3 | -2.9 | 24
O=c1ccc(Cc2ccc(Cl)cc2)n[nH]1 | -12 | -10 | 4 | 10 | -2.0 | 3 | 8 | -1.3 | 55
CC(Oc1ccc(F)cc1)C(O)CCN(C)C (stereo unspecified) | 2 | 12 | 0 | -16 | -4.3 | -1 | -2 | -3.2 | 20
Cc1c(N2C(=O)CSC23C(=O)Nc2ccccc23)c(=O)n(-c2ccccc2)n1C (stereo unspecified) | -10 | -3 | 1 | 17 | -2.7 | -3 | 5 | -2.4 | 15
CCOc1ccc(Cc2n[nH]c(=S)n2Cc2ccccc2)cc1 | -10 | -8 | -2 | 12 | -3.1 | 1 | 8 | -2.0 | -3
Cc1cc([N+](=O)[O-])nn1CC(=O)N(C)Cc1ccccc1 | 2 | -11 | 4 | 20 | -1.6 | 0 | 0 | 0.0 | 13
C/C(=C\C(=O)N1CCc2ccccc21)C(=O)O | -8 | 7 | 1 | 17 | 0.8 | -1 | -2 | -1.8 | 16
Cc1noc(C)c1C(=O)Nc1nc2ccc(S(C)(=O)=O)cc2s1 | -5 | -1 | 11 | -7 | -2.9 | 5 | 6 | -3.0 | 51
O=C(NC(=S)Nc1cccnc1)c1ccccc1 | 4 | 4 | -2 | 11 | -0.7 | 2 | -6 | 1.1 | 20
Cc1ccc(NS(=O)(=O)c2cc(C(=O)OCC(=O)NCC3CCCO3)ccc2C)cc1 (stereo unspecified) | 3 | -5 | 0 | 0 | -3.7 | 1 | -2 | -5.1 | 13
Fc1ccc(N2CN(Cc3cccnc3)CNC2=S)cc1 | -6 | -2 | · | 5 | 0.2 | -2 | 2 | -0.5 | 37
CC(C)(C)OC(=O)NNC(=O)c1cccs1 | 1 | -4 | · | 26 | -2.0 | -4 | 1 | 0.3 | -29
Cc1cccc(Nc2nc(-c3ccc(F)cc3)cs2)n1 | -2 | -28 | -1 | 12 | -0.7 | 0 | -11 | -2.2 | 44
CC(=O)N1CCCc2cc(S(=O)(=O)CCC(=O)N3CCN(c4ccccc4)CC3)ccc21 | -11 | -7 | -5 | -25 | -0.2 | 0 | -7 | -3.0 | 3
CCOC(=O)C1(O)CC(C)=NN1C(=O)c1cccc(Cl)c1 (stereo unspecified) | -11 | -5 | 0 | 8 | -1.8 | 3 | -2 | -5.1 | -15
CCOC(=O)N1CCN(c2nc(C)cc(C(F)(F)F)n2)CC1 | -2 | 2 | -2 | 9 | -2.7 | 1 | 4 | -2.2 | 19
O=C(Oc1ccc2ccc(OC(=O)N3CCOCC3)cc2c1)N1CCOCC1 | -4 | -3 | 3 | 18 | -1.3 | -2 | -1 | -1.0 | -11
COc1ccc(CNC(=O)C/C(C)=N/NC(=O)COc2ccc(C)cc2Br)cc1 | 4 | -5 | -1 | 2 | -1.7 | -5 | -1 | -6.0 | 24
COCCNC(=O)c1nc2ccccc2s1 | -2 | -8 | -3 | 38 | 1.4 | 4 | 0 | 0.5 | -6
CCCS(=O)(=O)N1CCC(Cc2ccc(OC)cc2)(C(=O)OCC)CC1 | 3 | -3 | 2 | -3 | 1.5 | 2 | 0 | -1.1 | 19
CCN(Cc1cc2ccccc2[nH]c1=O)S(=O)(=O)c1ccc(OC)cc1 | 8 | 0 | 6 | 1 | 0.1 | 7 | 1 | -1.3 | -1
CCOC(=O)c1c(-c2ccc(OC)cc2)nc2nonc2c1N | 4 | 6 | -2 | -1 | -2.2 | 4 | 12 | -1.0 | -4
Cn1ccnc1SCC(=O)Nc1cc(C(F)(F)F)ccc1N1CCOCC1 | 11 | -9 | 6 | 27 | -1.8 | -2 | -7 | 0.1 | 29
Cc1ccc(S(=O)(=O)NC(=O)N2CCN(Cc3c(F)cccc3Cl)CC2)cc1 | 1 | 4 | 3 | -2 | 0.2 | 3 | -1 | -0.6 | 3
O=C(Oc1ccc2c(=O)c(Oc3ccc4ccccc4c3)coc2c1)c1cccnc1 | 0 | -2 | -2 | 19 | -4.6 | -6 | 6 | -1.9 | -5
CC1CCN(C(=O)CCNS(=O)(=O)c2ccc3c(c2)c(=O)n(C)c(=O)n3C)CC1 | 1 | -5 | 6 | 11 | -0.4 | 1 | -3 | -0.2 | -16
CC(Sc1nnc(-c2ccccc2F)n1C1CC1)C(=O)NC(N)=O (stereo unspecified) | -1 | -7 | 3 | 26 | -3.6 | 1 | -3 | -0.9 | -5
CN1C(=O)N(C)C2CC1N(C)C(=O)N2C | 1 | -16 | -1 | 25 | 0.4 | -1 | -11 | -0.4 | -4
O=c1nc(/C=C/c2cccn2-c2ccc([N+](=O)[O-])cc2)cc(C(F)(F)F)[nH]1 | 1 | -7 | 6 | -2 | -0.9 | 1 | 7 | -3.3 | -15
Cc1ccc(NC(=O)[C@@H]2CCC(=O)N2C2OC(=O)c3ccccc32)cc1Cl (stereo partly specified) | -1 | -4 | -1 | 9 | 0.0 | 0 | 0 | -0.8 | -12
O=C1Nc2ccc(Cl)cc2/C1=C/C1CC=CCC1 (stereo unspecified) | 2 | -6 | 4 | 31 | -0.4 | 13 | 4 | -1.1 | 22
Cc1ccc(OCCn2c(C)c(/C=N/n3cnnc3)c3ccccc32)cc1 | -1 | 23 | 3 | 1 | -1.9 | 5 | 26 | -2.3 | 18
CCNC(=O)N1CCC(n2nccc2NC(=O)CCOc2ccccc2)CC1 | -15 | -12 | 6 | 10 | -1.3 | -13 | -6 | -1.2 | 14

Full records from above. Order of values: p-CIP stab down	GPR7 antag	IDE act	NALP1 yeast inh	VIM-2 inhibitor	IDE cell inh	M18AAP inhibitor	IMP-1 inh	PHOSPHO1 block
`CCC(C)c1ccc(O)c(N)c1` (stereo unspecified) across the screens: -9	-17	6	10	-0.6	-7	64*	-3.6	-4
`COc1ccccc1CC(=O)NNS(=O)(=O)c1ccc([N+](=O)[O-])cc1` across the screens: -2	0	2	-4	-1.4	-4	3	-2.9	24
`Fc1ccc(N2CN(Cc3cccnc3)CNC2=S)cc1` across the screens: -6	-2	·	5	0.2	-2	2	-0.5	37
`CC1CCN(C(=O)CCNS(=O)(=O)c2ccc3c(c2)c(=O)n(C)c(=O)n3C)CC1` across the screens: 1	-5	6	11	-0.4	1	-3	-0.2	-16

(cont.)
SMILES | p-CIP stab down | GPR7 antag | IDE act | NALP1 yeast inh | VIM-2 inhibitor | IDE cell inh | M18AAP inhibitor | IMP-1 inh | PHOSPHO1 block
COC(=O)/C(=C\c1ccc(O)cc1)c1nc2ccccc2[nH]1 | 4 | -4 | 7 | -9 | -3.0 | 0 | 5 | -3.6 | -47
CCC(=O)N1CCN(c2nc(CC)nc3sc4c(c23)CCCC4)CC1 | -2 | 1 | 4 | 14 | 1.5 | 2 | -9 | -0.7 | 4
O=C(NCCc1ccccc1)C1CCCN1S(=O)(=O)c1ccc(F)cc1 (stereo unspecified) | · | 2 | 2 | · | -2.1 | -2 | 6 | -1.1 | ·
C=CCN1C(=O)C2(OCCCO2)c2cccc(Cl)c21 | -4 | -3 | 4 | -27 | -2.8 | 1 | -3 | -2.4 | ·

Some of these compounds in order of length of the SMILES, smallest number first:
SMILES | p-CIP stab down | GPR7 antag | IDE act | NALP1 yeast inh | VIM-2 inhibitor | IDE cell inh | M18AAP inhibitor | IMP-1 inh | PHOSPHO1 block
CCNC(=O)N1CCC(n2nccc2NC(=O)CCOc2ccccc2)CC1 | -15 | -12 | 6 | 10 | -1.3 | -13 | -6 | -1.2 | 14
O=C(NCCc1ccccc1)C1CCCN1S(=O)(=O)c1ccc(F)cc1 (stereo unspecified) | · | 2 | 2 | · | -2.1 | -2 | 6 | -1.1 | ·
Cc1ccc(OCCn2c(C)c(/C=N/n3cnnc3)c3ccccc32)cc1 | -1 | 23 | 3 | 1 | -1.9 | 5 | 26 | -2.3 | 18
